# Screening data deposited in PubChem BioAssay by National Center for Advancing Translational Sciences (NCATS).
# Tau fluor cs = Counterscreen qHTS for Inhibitors of Tau Fibril Formation, Fluorescence Polarization; 0.93% of 280,000 active; AID 1463, 2008; Potency, µM (top dose mostly 57.7 µM), without a hit: top-dose activity change, negative = decrease; tau K18 P301L Alexa594 fluorescence, heparin fibrillization; note: % is set by controls: 0 for no effect and ±100 for the full control effect; nearly all actives have a fitted effect of over 55% in size
#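 Human tau K18 P301L (15 uM unlabeled, 0.24 uM Alexa 594-labeled) in 100 mM sodium acetate pH 7 with 20 uM heparin, 6 hr at 37 C. ThT 30 uM added, 1 hr ambient; Alexa 594 FP and total fluorescence read at 555/632 nm.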
# HTT ATP protect = qHTS Multiplex Assay to Identify Dual Action Probes in a Cell Model of Huntington: Cytoprotection (ATP); PC12 HTT-Q103 induced, cytoprotection, ATP luminescence, 40 h; Potency, µM (series often up to 56.4 µM), for inactives: cytoprotection (ATP increase), hits mostly activators; 0.14% of 230,000 active; AID 1471, 2008;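 note: % of control where 0% means no effect; nearly all actives have a fitted effect of over 45% in size; toxic huntingtin expression switched on by the ecdysone agonist tebufenozide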
#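 PC12 cells stably carrying ecdysone-inducible Htt exon 1 (Q103)–GFP were induced with 100 nM tebufenozide (final) alongside library compounds in a dose series. Cytoprotection was scored as retained ATP by ATPlite luminescence.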
# Tau ThT inhib = qHTS for Inhibitors of Tau Fibril Formation, Thioflavin T Binding; Microtubule-associated protein tau (Homo sapiens), P10636; recombinant tau K18 P301L, heparin-induced fibrillization, ThT fluorescence; Potency, µM (highest dose often 57.4 µM), for the others: at the highest dose activity, negative = inhibition, actives largely listed as inhibitors; 2.1% of 270,000 active; AID 1460, 2008; note: % is set by controls: 0 for no effect and ±100 for the full control effect; nearly all actives have a fitted effect of over 55% in size
# Target sequence (P10636 561-689 P618L limits assumed): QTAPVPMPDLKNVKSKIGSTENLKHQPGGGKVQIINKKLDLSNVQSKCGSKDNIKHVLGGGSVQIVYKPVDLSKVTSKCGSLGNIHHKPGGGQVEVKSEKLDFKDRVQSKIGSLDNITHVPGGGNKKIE
#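 Fibril formation assay: tau K18 P301L at 15 uM with trace Alexa 594 label, heparin inducer 20 uM, pH 7 sodium acetate buffer, 37 C for 6 hr; endpoint ThT signal.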
# Tau FP inhib = qHTS for Inhibitors of Tau Fibril Formation, Fluorescence Polarization; Microtubule-associated protein tau (Homo sapiens), P10636; K18 P301L tau heparin fibrillization, Alexa594 FP, 6 h; Potency, µM (doses to about 57.7 µM), without a hit: top-dose activity, negative = inhibition, hits mostly inhibitors; 0.39% of 280,000 active; AID 1468, 2008; note: % is set by controls: 0 for no effect and ±100 for the full control effect; nearly all actives have a fitted effect of over 55% in size
#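 Quantitative HTS format: compounds meet 15 uM recombinant K18 P301L tau and Alexa 594-tau tracer in 100 mM sodium acetate pH 7; 20 uM heparin triggers fibrillization at 37 C over 6 hr; FP gives the signal.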
# GAA glycogen = qHTS Assay for Inhibitors and Activators of Human alpha-Glucosidase Cleavage of Glycogen; 0.38% of 300,000 active; Potency, µM (titrated, usually from 76.4 µM), for the others: at the highest dose activity change, negative = inhibition, most hits filed as inhibitors; recombinant GAA, glycogen substrate, Amplex Red glucose oxidase fluorescence;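 note: 0% = full enzyme reaction and -100% = no-enzyme basal signal; the screen sought inhibitors and activators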
#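 Recombinant enzyme (4 nM final) with compounds titrated up to 77 uM and bovine liver glycogen (30 ug) in citrate pH 5.0, 0.01% Tween-20, 37 C 40 min. Released glucose detected by Amplex Red/glucose oxidase (Ex 573/Em 610); AC50 from Hill fits.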
# GLA spleen mod = qHTS Assay for Inhibitors and Activators of Human alpha-Galactosidase From Spleen Homogenate. 0.008% of 240,000 active. human spleen homogenate, 4MU-alpha-Gal fluorescence, 40 min. AID 2107, 2009. Potency, µM (highest dose often 80 µM), for inactives: at the top dose activity change, negative = inhibition, usual class: inhibitors;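 note: 0% = enzyme with vehicle and -100% = no enzyme basal signal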
# Target sequence (P06280 32-429 limits assumed): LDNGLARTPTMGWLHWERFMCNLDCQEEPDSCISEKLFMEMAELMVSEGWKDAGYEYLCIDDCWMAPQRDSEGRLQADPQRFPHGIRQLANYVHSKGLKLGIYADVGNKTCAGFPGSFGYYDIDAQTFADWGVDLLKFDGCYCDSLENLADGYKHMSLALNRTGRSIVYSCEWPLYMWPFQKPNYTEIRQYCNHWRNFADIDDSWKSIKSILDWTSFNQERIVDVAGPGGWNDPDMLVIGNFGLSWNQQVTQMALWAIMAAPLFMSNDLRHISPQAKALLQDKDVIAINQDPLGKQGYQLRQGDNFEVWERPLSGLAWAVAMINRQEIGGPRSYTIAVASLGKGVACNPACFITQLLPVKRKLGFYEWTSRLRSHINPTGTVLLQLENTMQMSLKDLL
#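 Human spleen homogenate (1 ug) as enzyme source, 4-methylumbelliferyl-alpha-D-galactopyranoside 1 mM final, citrate/phosphate pH 5.0 with 0.01% Tween-20. Compounds 40 min at 37C, NaOH/glycine stop; fluorescence Ex 365/Em 440, Hill-fit AC50.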
# GAA spleen mod = qHTS Assay for Inhibitors and Activators of Human alpha-Glucosidase From Spleen Homogenate | Lysosomal alpha-glucosidase (Homo sapiens), P10253 | human spleen homogenate, 4-MU-alpha-glucoside fluorescence | Potency, µM (doses to about 79.9 µM), for inactives: top-dose activity change, negative = inhibition, most hits filed as inhibitors | 0.006% of 240,000 active | AID 2112, 2009;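 note: 0% = enzyme with vehicle and -100% = no enzyme basal signal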
#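 Enzyme source: human spleen homogenate, 1 ug/well. Buffer 50 mM citric acid/K phosphate pH 5.0, 0.01% Tween-20. 4-MU-alpha-glucoside 1 mM; 37 C x 40 min; NaOH/glycine stop; fluorescence.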
# GAA inh = qHTS Assay for Inhibitors of Human alpha-Glucosidase as a Potential Chaperone Treatment of Pompe Disease; 0.005% of 200,000 active; purified human GAA, 4-MU-alpha-glucoside fluorescence; Potency, µM (series often up to 76.9 µM), for inactives: top-dose activity change, negative = inhibition, most hits filed as inhibitors; Lysosomal alpha-glucosidase (Homo sapiens), P10253; AID 1466, 2008;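 note: plate controls were uninhibited enzyme wells for no effect and no-enzyme background for full effect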
#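 AC50 values come from Hill fits of compound titrations (up to 77 uM) against 4 nM human enzyme. Substrate 4-methylumbelliferyl-alpha-D-pyranoside at 400 uM, pH 5.0 citrate buffer, 20 min room temperature; fluorescence Ex 365/Em 440 after alkaline stop.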
# The depositor's hits bear a star; ? = inconclusive; / = not tested or not shown; [ ] = remark or other dose. Calls come from the whole dose curve; as a rule, active = well fitted curve in the direction sought with a large enough effect; inconclusive = small, poorly fitted or top-dose-only effect, or another doubt; inactive = no such curve, though single readings can be large; an effect the other way counts as inactive or inconclusive. Potency is the fitted concentration of half-maximal effect.
no.	Structure	GAA spleen mod	Tau FP inhib	GAA inh	Tau ThT inhib	GLA spleen mod	HTT ATP protect	GAA glycogen	Tau fluor cs
1	COc1ccc(C2C(C#N)=C(/N=C/N3CCN(C)CC3)OC3=C2C(=O)CC(C)(C)C3)cc1OC (configuration not stated)	-2%	3%	8%	1%	2%	4%[0.074 µM]	7%	-1%
2	CCn1cc(CN2CCCC(CNS(=O)(=O)Cc3ccccc3)C2)cn1 (configuration not stated)	-1%	-2%	9%	-9%	3%	4%[10 µM]	-1%	-9%
3	COc1ccc(-n2nc3ccccc3n2)cc1	-7%	10%	-4%	-4%	-13%	-15%	-6%	-1%
4	Cc1cc(C)n2nc(SCC(N)=O)nc2n1	0%	7%	2%	4%	-9%	11%	8%	9%
5	CCOC(=O)c1[nH]c(=O)[nH]c1CSc1nc(C)cc(C)n1	-2%	?	-11%	-9%	6%	-9%	-4%	-6%
6	O=C(NCCCN1CCCC1=O)C1CCCO1 (configuration not stated)	8%	0%	-2%	6%	0%	/	26%	-2%
7	Cc1c(NS(=O)(=O)c2ccc3c(c2)OCCO3)cccc1-c1nc2cccnc2s1	-7%	-5%	-23%	-6%	7%	30%[10 µM]	-3%	-29%
8	CCOC(=O)c1c(N)sc2c1CCC(CC)C2 (configuration not stated)	-25%	0%	3%	?	5%	-4%	?	?
9	COc1ccc(CC(=O)NCc2nnc(SCC(=O)Nc3ccc(OC)cc3)n2C)cc1	-4%	8%	-8%	-7%	2%	-54%[inhibitor]	-12%	-6%
10	CCc1cccc(C)c1NC(=O)CC(C)(C)CC(=O)O	0%	8%	/	-6%	-6%	9%[10 µM]	10%	-3%
11	O=C(NCCCn1ccnc1)c1cc(-c2ccc(Br)cc2)on1	7%	-4%	?	-13%	2%	-47%[inhibitor]	-1%	-14%
12	CC(C)Cc1[nH]c(=O)c(C#N)c2c1CCCC2	9%	-2%	-7%	-13%	9%	-2%	3%	-8%
13	CC1CCN(c2oc(-c3ccc(COc4ccc(Cl)cc4)o3)nc2C#N)CC1	/	0%	/	-14%	/	/	-6%[76.3 µM]	-29%
14	Cc1ccc2nc(-c3cccnc3)c(NC3CCCC3)n2c1	0%	2%	9%	-3%	2%	19%[10 µM]	?	-15%
15	COC(=O)N1[C@H]2CC[C@@]3(C)C=C(C)O[C@]1(C)C3c1ccccc12	3%	-1%	/	-4%	-9%	-10%	/	-8%
16	CC1=C(C#N)C(=O)NC(=O)/C1=C\c1ccc(-c2ccc(C)cc2[N+](=O)[O-])o1	4%	?	-9%	16µM*	-2%	-16%	-4%	?
17	COCc1cc(C)nc2sc(C(=O)Nc3cc(C)ccc3F)c(N)c12	/	-2%	/	-17%	/	/	8%[76.3 µM]	-27%
18	O=C(NC(CO)Cc1ccccc1)c1ccccc1 (configuration not stated)	5%	1%	-3%	2%	4%	/	2%	4%
19	COC(=O)c1c(N)n(-c2ccc(NC(C)=O)cc2)c2nc3ccccc3nc12	28%	12%	?	?	?	0%	6%	-8%
20	CCCOC(=O)Nc1ccc(C(N)=O)cc1	-7%	0%	2%	0%	-1%	-2%	9%	5%
21	COc1c(C(=O)NCCSC(C)(C)C)ccc2ccccc12	-5%	7%	5%	-4%	-12%	/	6%	-2%
22	Cc1ccc(C(=O)/C=C/c2ccc3c(c2)OCCO3)c(O)c1	-4%	7%	/	6.3µM*	-5%	3%[10 µM]	3%	-23%
23	O=c1c(Cc2ccc(F)cc2)c(O)ccn1Cc1ccc(F)cc1	-10%	-2%	5%	9%	-16%	-57%[inhibitor]	-3%	9%
24	c1ccc2oc(SCc3cn4ccsc4n3)nc2c1	-19%	0%	-7%	?	-21%	-13%	-3%	-8%
25	Cc1ccccc1C(=O)NCc1nnc(SCC(=O)N2CCN(c3ccccc3)CC2)n1C	3%	4%	2%	-11%	-16%	-2%	-1%	-10%
26	O=C(NCc1ccc2c(c1)OCO2)C1CCN(S(=O)(=O)N2CCCCC2)CC1	-13%	-6%	-3%	11%	-2%	/	-1%	7%
27	CCCCc1n[nH]c(=S)n1Cc1ccc(C)cc1	/	4%	3%	-6%	1%	-16%	-28%	-6%
28	Cc1cc(C)n(CCN(C)C(=O)CCc2nnc(CCC3CCCCC3)o2)n1	-5%	2%	?	-8%	-8%	11%[10 µM]	9%	-6%
29	COc1cccc(NC(=O)c2ccc(NC(=O)C(C)C)cc2)c1	4%	-3%	/	-6%	5%	22%[10 µM]	-10%	-3%
30	O=C1CC(C(=O)Nc2cccc3ccccc23)C2(CCCC2)O1 (configuration not stated)	2%	-1%	2%	-1%	5%	-3%	0%	-7%

# Filtered by structure, the compounds so far with a furan ring, fused or not.
no.	Structure	GAA spleen mod	Tau FP inhib	GAA inh	Tau ThT inhib	GLA spleen mod	HTT ATP protect	GAA glycogen	Tau fluor cs
13	CC1CCN(c2oc(-c3ccc(COc4ccc(Cl)cc4)o3)nc2C#N)CC1	/	0%	/	-14%	/	/	-6%[76.3 µM]	-29%
16	CC1=C(C#N)C(=O)NC(=O)/C1=C\c1ccc(-c2ccc(C)cc2[N+](=O)[O-])o1	4%	?	-9%	16µM*	-2%	-16%	-4%	?

# Next entries:
no.	Structure	GAA spleen mod	Tau FP inhib	GAA inh	Tau ThT inhib	GLA spleen mod	HTT ATP protect	GAA glycogen	Tau fluor cs
31	CC(C)C12CN3CC(C(C)C)(CN(C1)C3c1ccc3c(c1)OCO3)C2=O (configuration not stated)	-3%	2%	-15%	-8%	2%	9%[1.9 µM]	0%	-9%
32	Cc1ccc(C(=O)NCCc2n[nH]c(=S)n2C)cc1	-6%	5%	?	8%	-9%	-22%	13%	9%
33	CCOc1ccccc1C(=O)NCCCn1ccnc1	-7%	0%	10%	-11%	-15%	0%[10 µM]	4%	-9%
34	COc1cc(CC(=O)OCC(=O)c2ccc3c(c2)OCCO3)cc(OC)c1OC	-2%	-6%	2%	?	7%	-98%[inhibitor]	3%	-12%
35	c1ccc(CN2CCN(c3ncnc4c3[nH]c3ccccc34)CC2)cc1	-4%	8%	3%	?	3%	-69%[inhibitor]	-2%	?
36	CCCn1c(C)cc(C(=O)COC(=O)c2ccc[nH]c2=O)c1C	3%	0%	2%	0%	1%	12%[10 µM]	-1%	-7%
37	O=C(Nc1ccc(F)cc1)c1ccc(S(=O)(=O)NCC2CCCO2)cc1 (configuration not stated)	-5%	0%	-6%	1%	2%	-24%	-3%	4%
38	COc1ccc(/C=N/NC(=O)CCn2cnc(-c3ccccc3)c2-c2ccccc2)cc1OC	0%	9%	2%	?	-1%	-44%[10 µM]	0%	?
39	CCCCn1c(NCc2ccc3c(c2)OCO3)nc2ccccc21	-4%	9%	0%	4%	-8%	-31%[10 µM]	-1%	5%
40	COc1ccc(NS(=O)(=O)c2ccc(NC(=O)C(C)(C(F)(F)F)C(F)(F)F)cc2)nn1	-11%	-2%	11%	-13%	13%	-5%[0.074 µM]	5%	-9%
41	O=c1[nH]c2ccc(Cl)cc2c(-c2ccccc2)c1SC(=S)N1CCOCC1	-16%	13%	-5%	-16%	-17%	-51%[inhibitor]	-11%	-29%
42	CCNC(=O)N(C(=O)NCC)n1c(C)nnc1C	-11%	2%	?	-11%	-10%	-21%	8%	-8%
43	Cc1ccc(C)c(Nc2c([N+](=O)[O-])cc(C(=O)N3CC(=O)Nc4ccccc43)cc2[N+](=O)[O-])c1	-7%	9%	-9%	?	-2%	-62%[inhibitor]	-13%	-30%
44	C(=N\Nc1ccc(-n2ccnc2)nn1)/c1ccccc1	-5%	1%	0%	-11%	-6%	-31%[inhibitor]	8%	-9%
45	CCSc1nc2ccccc2n1CC(=O)O	-3%	-3%[2.34 µM]	?	-6%	-9%	26%[10 µM]	19%	-10%
46	Cc1nn(CCC(=O)O)c2nc(-c3cccnc3)cc(C(F)(F)F)c12	1%	-3%	6%	-2%	20%	-23%[10 µM]	1%	-7%
47	NC(=O)C1CCN(C(c2ccccc2Cl)c2nnnn2CC2CCCO2)CC1 (configuration not stated)	4%	3%	-5%	9%	13%	1%	-14%	10%
48	CCCc1oc(C(=O)O)cc1CN	11%	-5%	-1%	-9%	9%	3%[10 µM]	-11%	-9%
49	CO/N=C/NC(=O)c1c(OC)ccnc1Oc1ccc(F)cc1	-1%	4%	-2%	-6%	7%	-25%	7%	-3%
50	CC1=CS(=O)(=O)CC1SC(=S)N(C)C1CCS(=O)(=O)C1 (configuration not stated)	1%	-4%	9%	4%	4%	16%	6%	8%
51	CCOC(=O)C1=C(CN2CCN(c3ccc(F)cc3)CC2)NC(=O)NC1c1cccs1 (configuration not stated)	-5%	2%	-9%	-11%	-1%	-9%[10 µM]	-4%	-14%
52	CSc1ccc(S(=O)(=O)Nc2ccc(NC(C)=O)cc2)cc1	-9%	-2%	-2%	1%	-10%	-6%	4%	0%
53	O=c1[nH]c(=O)n(Cc2ccccc2)c2nc(-c3ccc(Oc4ccc(F)cc4)c([N+](=O)[O-])c3)n(CCO)c12	-7%	7%	-36%	?	-4%	-10%[10 µM]	-3%	-28%
54	COc1ccc(Cn2c(S(=O)(=O)CC(N)=O)nc3ccccc32)cc1[N+](=O)[O-]	-2%	1%	/	-7%	1%	7%[10 µM]	14%	1%
55	O=C(CCC1CCCN(C(=O)c2ccoc2)C1)NCc1ccc(F)c(F)c1 (configuration not stated)	-1%	-6%	?	-9%	-2%	-3%[10 µM]	20%	-6%
56	Cc1ccc(C)n1-c1sc2c(c1C#N)CCC(C)C2 (configuration not stated)	-5%	-4%	-6%	-16%	-4%	-4%	-16%	-13%
